M. tuberculosis GlmU = inhibition of mycobacterial GlmU enzyme – biochemical, glucosamine-1-phosphate acetyltransferase (AID 1376); M. tuberculosis GlmU acetyltransferase enzyme assay; higher % means a stronger effect; inhibition, %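 (tested at 30 µM in the primary screen)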, or IC50 in µM where a hit was titrated; 220,000 compounds, 0.25% hits; in the data active means inhibition above about 13%;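 further: 0% = complete reaction with vehicle and 100% = reaction without substrate; strong numbers were not always called active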
Mtb RmlCD inh = blocks M. tuberculosis RmlC and RmlD coupled enzymes; P9WH09+P9WH11; RmlC+RmlD coupled enzyme assay, percent inhibition; primary screen in compound mixtures; inhibition, % at 3.6 µM; 160,000 compounds, 0.03% hits; in the data active means inhibition mostly above about 34%, no sharp cut-off; further: some results filed as inactive read as strong as hits
Target sequence (P9WH09 whole entry, looked up): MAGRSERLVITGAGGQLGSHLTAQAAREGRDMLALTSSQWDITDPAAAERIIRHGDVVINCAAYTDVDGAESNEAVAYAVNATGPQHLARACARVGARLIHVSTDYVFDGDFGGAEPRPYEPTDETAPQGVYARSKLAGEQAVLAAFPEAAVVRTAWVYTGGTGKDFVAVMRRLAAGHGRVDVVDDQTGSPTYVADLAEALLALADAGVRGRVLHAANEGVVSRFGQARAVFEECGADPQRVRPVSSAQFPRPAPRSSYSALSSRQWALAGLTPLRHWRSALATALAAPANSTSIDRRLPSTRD
Target sequence (P9WH11 whole entry, looked up): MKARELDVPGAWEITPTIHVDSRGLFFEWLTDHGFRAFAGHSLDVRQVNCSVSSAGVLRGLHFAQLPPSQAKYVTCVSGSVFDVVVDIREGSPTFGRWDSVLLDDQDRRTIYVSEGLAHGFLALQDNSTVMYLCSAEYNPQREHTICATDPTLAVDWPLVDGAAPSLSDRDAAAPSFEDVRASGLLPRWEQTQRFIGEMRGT
* = called active by the depositor; / = no result given.

SMILES	M. tuberculosis GlmU	Mtb RmlCD inh
O=C(COC(=O)c1ccccc1NS(=O)(=O)c1cc([N+](=O)[O-])ccc1Cl)c1ccccc1	-4.9%	35
Cc1ccc(/C=C/C(=O)N2CCc3ccccc32)o1	-0.4%	12
CCOc1ccc(-n2cc(C(=O)Nc3cccc(Cl)c3)c3cc(OC)c(OC)cc3c2=O)cc1	1.1%	/
O=C(CCCCCN1C(=O)c2cccc3cccc(c23)C1=O)N1CCOCC1	3.3%	9
O=C(NC12CC3CC(CC(C3)C1)C2)N1CCN(c2ncccn2)CC1	3.3%	-1
CCCNC(=O)CCNC(=O)c1ccc(C(C)(C)C)cc1	2.5%	-12
CCN(CC)CCN1CNC(=S)N(c2ccccc2OC)C1	-5.0%	2
FC(F)Oc1ccc(NC(=S)N2CCc3ccccc32)cc1	2.5%	-8
O=C(COc1nncc2ccccc12)NCC(F)(F)F	1.1%	3
COc1ccccc1OCc1nc(C#N)c(NCc2ccco2)o1	-2.6%	12
COC(=O)c1cccnc1SCc1ccccc1	-1.7%	/
CCN1CCN(C(=O)CN(C)S(=O)(=O)c2ccc(OC)c(C)c2)CC1	1.3%	-10
CCOC(=O)CN(C(=O)COc1nc(C)cc(C)c1C#N)c1ccc(F)cc1	-1.5%	7
CCn1c(NCc2cc(Cl)ccc2O)nc2ccccc21	1.4%	/
O=C(CCCNc1ccccc1)N/N=C/c1cccs1	-2.0%	3
O=C(NCc1cccnc1)c1cccnc1-c1nc2ccccc2s1	4.8%	-12
O=C(Nc1ccccc1)c1ccccc1NS(=O)(=O)c1ccc(Cl)s1	5.4%	3
CCC(=O)c1ccc(-c2ccccc2)cc1	-0.6%	-7
CCCCOC(=O)C1CN(c2ccccc2)N=C1C(C)=O (stereo unspecified)	3.7%	-40
CC(C)N(C)CCOC(=O)/C=C/c1ccccc1	-5.7%	-4
Cc1nc(N)c2c(Cc3cccc4ccccc34)nn(C(C)(C)C)c2n1	-1.1%	/
COc1ccc(/C=C(/NC(=O)c2ccc(OC)c(OC)c2)C(=O)NCCc2c[nH]c3ccccc23)cc1	7.0%	-11
COc1ccc(CCNC(=O)Cn2nnc(-c3ccc(OC)c(OC)c3)n2)cc1OC	0.6%	-6
COc1cc(C(=O)OCC(=O)NCc2ccco2)cc(OC)c1OC	-0.5%	-2
CCOc1ncccc1C(=O)OCC(=O)Nc1ccc(C(N)=O)cc1	/	11

Overlap with the part before: four compounds, then new ones.
SMILES	M. tuberculosis GlmU	Mtb RmlCD inh
COc1ccc(/C=C(/NC(=O)c2ccc(OC)c(OC)c2)C(=O)NCCc2c[nH]c3ccccc23)cc1	7.0%	-11
COc1ccc(CCNC(=O)Cn2nnc(-c3ccc(OC)c(OC)c3)n2)cc1OC	0.6%	-6
COc1cc(C(=O)OCC(=O)NCc2ccco2)cc(OC)c1OC	-0.5%	-2
CCOc1ncccc1C(=O)OCC(=O)Nc1ccc(C(N)=O)cc1	/	11
COc1ccc(C(=O)Nc2cc(Cl)cc(Cl)c2)c(OC)n1	-3.9%	2
COc1ccccc1C(=O)Nc1ccc(S(=O)(=O)N2CCCC2)cc1	-4.5%	-8
C=CCn1c(SC(C)C(=O)NCc2ccc3c(c2)OCO3)nc2scc(-c3ccccc3)c2c1=O (stereo unspecified)	4.4%	-5
CC1Cc2ccccc2N1S(=O)(=O)c1ccc2c(c1)n(C)c(=O)c(=O)n2C (stereo unspecified)	3.6%	12
CCOc1ccc(N2CC(C(=O)Nc3c(C)n(C)n(-c4ccccc4)c3=O)CC2=O)cc1 (stereo unspecified)	3.5%	5
CCOC(=O)C1CC(=O)c2cc(OC)c(OC)cc2C1 (stereo unspecified)	/	6
N#CCc1c(C#N)c(N)nc(N2CCCC(O)C2)c1C#N (stereo unspecified)	-2.5%	7
COc1ccc(OCc2cnc(Cl)s2)cc1	0.7%	1
CC(C)(C)OC(=O)N1CC(O)CC1C(=O)OCC(=O)c1ccc(Cl)cc1 (stereo unspecified)	6.8%	/
CCn1c2ccccc2n2c(=O)c(=O)n(CC(=O)Nc3ccc(C(C)C)cc3)nc12	1.8%	0
CC(C)Nc1nc(SCC(=O)Nc2ccccc2)nc(N2CCOCC2)n1	1.3%	10
CC(=O)Nc1cc2c(cc1C(=O)C(C)C)OCCO2	-0.3%	-8
O=C(/C=C\Nc1ccccc1Br)c1ccc2c(c1)OCO2	1.1%	-3
O=C(Nc1nc(-c2cccs2)cs1)c1ccc(Cl)cc1	4.6%	/
COCCNC(=O)c1cccc(C)c1[N+](=O)[O-]	-0.3%	-5
CC(C)(C)NC(=O)CSc1nc2[nH]ncc2c(=O)[nH]1	-4.9%	-3
COc1cccc(-c2cc(C(=O)Nc3nc4ccccc4s3)c3ccccc3n2)c1	-0.3%	/
COCCNC(=S)N/N=C/c1ccc(OCc2ccc(C(=O)OC)cc2)c(OC)c1	4.5%	/
CN(Cc1ccccc1)C(=S)NC(=O)C1CCCCC1	0.7%	5
O=C(N/N=C/c1ccc([N+](=O)[O-])o1)c1cc(-c2ccncc2)nc2ccccc12	1.7%	/
COc1ccc2oc(=O)c(-c3nc(C)cs3)cc2c1	-1.4%	10
CC(=NCC1CCCO1)c1c(O)n(C2CCCCC2)c(=O)[nH]c1=O (stereo unspecified)	4.3%	14
CCN(CC(=O)NC1CCS(=O)(=O)C1)S(=O)(=O)c1ccc2ccccc2c1 (stereo unspecified)	6.5%	-11
CCN(CC)S(=O)(=O)c1ccc(OC)c(NC(=O)c2cc(C)on2)c1	-2.3%	10
CCOC(=O)N1CCN(S(=O)(=O)c2cc3c(cc2C)NC(=O)CO3)CC1	1.9%	-9
SMILES	M. tuberculosis GlmU	Mtb RmlCD inh
Cc1cc(C(=O)NC2Cc3ccccc3C2)c(C)o1	3.7%	/
CCOc1ccc(-c2nnc(SCc3nc4ccccc4[nH]3)n2N)cc1	-0.2%	/
CCOC(=O)c1ccc(N2C(=O)C3CC=C(C)CC3C2=O)cc1 (stereo unspecified)	-1.8%	/
CC(C)=CCc1cc(-c2oc3cc(O)cc(O)c3c(=O)c2O)ccc1O	1.4%	/
Cc1ccc(/C=c2\sc3nc(-c4cccnc4)nn3c2=O)cc1	/	-4
CN(C)c1ccc(/C=N/n2c(-c3cccnc3)n[nH]c2=S)cc1	0.5%	-2
C/C(=N\NC(=S)NC1CCCCC1)c1cccc(Br)c1	-1.7%	9
Cc1ccc(C(=O)Oc2cc(C)n(C)c(=O)c2)cc1	-5.4%	2
COC(=O)c1cc(OC)c(OC)cc1NC(=O)Cc1ccccc1[N+](=O)[O-]	0.4%	/
C/C(=N\Nc1nc(C)cc(=O)[nH]1)C1CC1	3.3%	-5
COc1ccccc1CN1C[C@@H]2C[C@@H](c3ccccc3OC)N3CCC[C@@]23C1=O	-1.1%	6
CN(C)/C=N/c1sc2c(c1C#N)CCCCC2	0.3%	-8
CN(C)CCNCc1ccccc1OC1CCCC1	2.3%	-4
CCN(CC)C(=O)C(=O)N/N=C/c1cccc(Br)c1	-0.4%	/
CC12CCC(C(=O)N3CCN(C(c4ccccc4)c4ccccc4)CC3)(OC1=O)C2(C)C (stereo unspecified)	-0.5%	0
Cc1cccc(NC(=O)CCC(=O)Nc2nnc(C(F)(F)F)s2)c1	1.2%	0
CSc1nsc(SC)c1C(=O)Nc1ccc(C)cc1	0.6%	8
Cc1nc(SCC#N)c2c(C)c(C)sc2n1	1.5%	10
COc1cnn(C(C)(C)C)c(=O)c1Cl	1.7%	8
COC(=O)/C=C/C(=O)Nc1cccc(C(F)(F)F)c1	-1.8%	9
CCCCOc1ccc(C(=O)N/C(=C\c2cccc([N+](=O)[O-])c2)C(=O)OCc2ccco2)cc1	3.0%	-6
CC(C)/C=N/Nc1nc2c(c(=O)n(C)c(=O)n2C)n1C	-0.5%	0
O=C(NC(=S)Nc1ccc(S(=O)(=O)Nc2nccs2)cc1)c1ccccc1F	-2.1%	-4
Cc1cccc(-n2c(C)cc(/C=N/NC(=O)c3cccc([N+](=O)[O-])c3C)c2C)c1	-2.7%	4
O=C(Nc1nc2ccc(Cl)cc2s1)c1ccc(Br)o1	-0.9%	-7
SMILES	M. tuberculosis GlmU	Mtb RmlCD inh
CNc1sc(C(=O)c2ccc(F)cc2)c(N)c1-c1nc2ccccc2s1	7.1%	-6
Cc1ccccc1NC(=O)c1ccc(CSc2ncccn2)cc1	2.4%	-5
O=C(O)C1CC=C(Cl)CC1C(=O)NCc1ccccc1 (stereo unspecified)	8.9%	9
O=C(c1cc(N2C(=O)C3C4CCC(C4)C3C2=O)ccc1Cl)N1CCN(c2ccccc2)CC1 (stereo unspecified)	2.7%	-4
COc1ccc(C(=O)N2c3ccccc3C(=O)OC2c2ccc3c(c2)OCO3)cc1 (stereo unspecified)	-8.4%	-3
CC(=O)Nc1ccc(NC(=O)CCC(=O)NCCO)cc1	-1.8%	100
Cc1ccnc(N2CCC(C(=O)Nc3ccc4c(c3)OCCO4)CC2)n1	2.1%	5
Cn1c(=O)c2cc(S(=O)(=O)NCCC(=O)NCCC3=CCCCC3)ccc2n(C)c1=O	-1.9%	5
CC1(C)Cc2c(c(=S)nc(-c3ccccc3)n2CCN2CCOCC2)CO1	0.0%	2
COc1ccc(CCNC2=C(Cl)C(=O)N(CCc3ccc(OC)c(OC)c3)C2=O)cc1OC	-3.7%	-9
O=S(=O)(c1ccc2ccccc2c1)N1CCN(S(=O)(=O)N2CCCCC2)CC1	1.8%	/
O=C(NC1CCCCC1)N(Cc1nc2ccccc2c(=O)[nH]1)C1CCCCC1	1.2%	/
O=C(NN=C1CCCC1)c1[nH]c2ccc(Cl)cc2c1-c1ccccc1	1.1%	6
Cc1ccc(N=Nc2ccc(O)c3ncccc23)cc1	2.0%	8
O=c1[nH]cnc2nc(-c3ccccc3)c(-c3ccccc3)nc12	-1.6%	2
O=C(c1ccccc1)c1ccc(OCCCN2CCCCC2)cc1	-1.8%	/
COc1ccccc1-n1c(C)nnc1SCC(N)=O	2.5%	6
Fc1ccccc1Nc1nc2c(s1)CCc1ccccc1-2	6.8%	/
COc1ccc(C2Nc3ccccc3C(=O)N2c2ccc(Cl)cc2)cc1Cn1cc([N+](=O)[O-])cn1 (stereo unspecified)	0.6%	/
COc1ccc(/C=C\C(=O)NCC(=O)N/N=C/c2ccc(O)cc2O)cc1	-1.6%	-1
CCC(C(=O)Nc1cnccn1)c1ccccc1 (stereo unspecified)	0.6%	-4
CCCCCn1c(N)c(-c2nc3ccccc3o2)c2c([N+](=O)[O-])nn(C)c(=O)c21	0.9%	-2
COc1ccc(-c2nc3c(c(=O)[nH]c(=O)n3Cc3ccccc3)n2C)cc1	-0.1%	/
COc1ccc(S(=O)(=O)N(C)CC(=O)NC2CC2)cc1	-3.4%	/
NC(=O)c1oc2ccc(Cl)cc2c1NC(=O)CN1CCOCC1	-3.5%	-4
SMILES	M. tuberculosis GlmU	Mtb RmlCD inh
Cc1ccsc1/C=N/n1c(=S)[nH]nc(C)c1=O	2.7%	/
C1CCCCCC(=NNc2nn[nH]n2)CCCCC1	2.5%	-12
CC(C(=O)N1CCN(Cc2ccccc2)CC1)c1ccc([N+](=O)[O-])cc1 (stereo unspecified)	1.0%	/
O=C(CCCCn1c(=O)c2ccccc2n(Cc2ccc(F)cc2Cl)c1=O)NCc1ccco1	-0.1%	-5
CC(=O)c1cccc(NC(=O)C2CCCCC2)c1	-0.5%	-4
COc1cc(OC)c(OC)cc1CN1CCCC(C(=O)c2ccccc2SC)C1 (stereo unspecified)	-2.1%	1
CCOc1cc(/C=N/NC(=O)c2cccs2)cc([N+](=O)[O-])c1O	11%	-13
CC(C)(C)c1ccc(NC(=O)Nc2ccc(F)cc2)cc1	2.8%	-14
CC(c1ccco1)N(C(=O)c1ccccc1NS(=O)(=O)c1cc([N+](=O)[O-])ccc1Cl)c1ccccn1 (stereo unspecified)	-0.5%	0
CC(C)OCCCn1c(NN)nc2ccccc2c1=O	2.4%	-1
CCCCCCN1CC(O)=C(c2nc3ccccc3[nH]2)C1=N	1.1%	-30
O=C(C1CC1)N1CCc2cc(Br)cc(S(=O)(=O)NCc3ccc4c(c3)OCO4)c21	0.7%	16
Cc1ccc(C(=O)NS(=O)(=O)c2ccccc2)cc1	5.4%	8
CN(CCc1ccccc1)Cc1nc(-c2cnccn2)no1	-2.2%	-6
Cn1c(=O)n(Cc2ccccc2)c(=O)c2c1nc1n2CCCN1Cc1ccccc1	0.8%	/
O=C(Nc1ccc(Cl)cc1)c1ccsn1	5.9%	4
O=C(CNC(=S)N(Cc1ccccc1)Cc1cccnc1)NC1CCCC1	4.7%	/

Part of the list above, reformatted:
Values in the order: M. tuberculosis GlmU | Mtb RmlCD inh
O=C(CCCCn1c(=O)c2ccccc2n(Cc2ccc(F)cc2Cl)c1=O)NCc1ccco1
 : -0.1% | -5
CC(=O)c1cccc(NC(=O)C2CCCCC2)c1
 : -0.5% | -4
COc1cc(OC)c(OC)cc1CN1CCCC(C(=O)c2ccccc2SC)C1 (stereo unspecified)
 : -2.1% | 1
CCOc1cc(/C=N/NC(=O)c2cccs2)cc([N+](=O)[O-])c1O
 : 11% | -13

Whole records, quoted from the list. Values in the order: M. tuberculosis GlmU | Mtb RmlCD inh
`CCOc1cc(/C=N/NC(=O)c2cccs2)cc([N+](=O)[O-])c1O` as listed: 11% | -13
`CC(=O)c1cccc(NC(=O)C2CCCCC2)c1` as listed: -0.5% | -4

Compound activity (PubChem)

These rows are one share of the data; the hit share may differ from the screen's.
